# Bioassay records as filed in PubChem.
# NPSR antag: blocks cAMP signaling of the human neuropeptide S receptor. Potency, µM (series often up to 38.3 µM), for inactives: at the highest dose activity change, negative = inhibition, usual class: inhibitors. 220,000 compounds, 1% hits. CHO-NPSR cells, cAMP TR-FRET, antagonist mode. Q6W5P4; further: potency means the concentration at half of the fitted maximal effect; on the % scale 0 is the no-effect control and ±100 the full control effect; nearly all actives have a fitted effect of over 50% in size; many of its hits are not listed in these tables
# Target sequence (Q6W5P4 whole entry, looked up): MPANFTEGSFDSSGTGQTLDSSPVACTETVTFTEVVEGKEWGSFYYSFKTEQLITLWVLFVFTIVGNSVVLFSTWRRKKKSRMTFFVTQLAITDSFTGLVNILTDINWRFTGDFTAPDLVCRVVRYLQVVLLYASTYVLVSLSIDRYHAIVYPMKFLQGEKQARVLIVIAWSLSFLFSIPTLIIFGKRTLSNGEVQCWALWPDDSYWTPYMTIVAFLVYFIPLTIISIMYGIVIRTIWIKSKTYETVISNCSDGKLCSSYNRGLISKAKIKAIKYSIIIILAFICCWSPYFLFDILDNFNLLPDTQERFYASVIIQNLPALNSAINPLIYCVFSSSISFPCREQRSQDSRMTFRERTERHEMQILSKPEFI
# HttQ103 aggreg: mutant huntingtin aggregation inhibition; Potency, µM (series often up to 46.1 µM), inactives show at the highest dose activity change, negative = inhibition, most hits filed as inhibitors; 220,000 compounds, 1.1% hits; PC12 HttQ103-GFP aggregates, Acumen cytometry, 40 h; further: potency means the concentration at half of the fitted maximal effect; on the % scale 0 is the no-effect control and ±100 the full control effect; nearly all actives have a fitted effect of over 60% in size
#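 PC12 cells with ecdysone-inducible HTT exon1 Q103-GFP, induced by 100 nM tebufenozide, given compounds in a concentration series. GFP aggregates (1–25 um, 6 SD above background) counted in lysates by laser-scanning cytometry, 488 nm excitation.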
# IMPase Li cell: IMPase inhibition in cells with lithium potentiation; AID 1457; CHO-M1 cells, IP1 TR-FRET (IP-One), carbachol + lithium; 210,000 compounds, 0.35% hits; Potency, µM (highest dose often 59.4 µM), for the others: at the top dose activity, negative = IMPase inhibition, most hits filed as inhibitors;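 further: IP1 builds up when IMPase is blocked and the TR-FRET signal falls; potency means the concentration at half of the fitted maximal effect; plate controls were basal vehicle for no effect and high inhibitor control for full effect; nearly all actives have a fitted effect of over 50% in size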
#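 CHO cells stably expressing M1 receptor (2000/well) were cultured 16–30 h, then exposed to compounds with a small lithium addition for 30 min at 37C. IP1 was measured by TR-FRET competition; AC50 from Hill fits.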
# KinaseGlo FLuc: Kinase-Glo luciferase inhibition (counter-screen); Q27757; Kinase-Glo luciferase, ATP luminescence, 8 min; Potency, µM (doses to about 38.3 µM), for the others: top-dose activity change, negative = inhibition, actives largely listed as inhibitors; 200,000 compounds, 0.28% hits; AID 1379; further: potency means the concentration at half of the fitted maximal effect; on the % scale 0 is the no-effect control and ±100 the full control effect; nearly all actives have a fitted effect of over 60% in size
#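 Recombinant Kinase-Glo luciferase, 10 uM ATP (linear range), luciferin; imidazole pH 7.2 / KCl / MgCl2 / Tween / BSA buffer; 8 min RT; luminescence.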
# CBFb RUNX1 block: CBF-beta/RUNX1 interaction disruption; AID 1477; AlphaScreen CBFb-His/RUNX1-biotin binding, biochemical; 230,000 tested, under 10 active; Potency, µM (titrated, usually from 59.8 µM), without a hit: top-dose activity, negative = inhibition, most hits filed as inhibitors; further: % of control where 0% means no effect
# Target sequence (Q01196 whole entry, looked up): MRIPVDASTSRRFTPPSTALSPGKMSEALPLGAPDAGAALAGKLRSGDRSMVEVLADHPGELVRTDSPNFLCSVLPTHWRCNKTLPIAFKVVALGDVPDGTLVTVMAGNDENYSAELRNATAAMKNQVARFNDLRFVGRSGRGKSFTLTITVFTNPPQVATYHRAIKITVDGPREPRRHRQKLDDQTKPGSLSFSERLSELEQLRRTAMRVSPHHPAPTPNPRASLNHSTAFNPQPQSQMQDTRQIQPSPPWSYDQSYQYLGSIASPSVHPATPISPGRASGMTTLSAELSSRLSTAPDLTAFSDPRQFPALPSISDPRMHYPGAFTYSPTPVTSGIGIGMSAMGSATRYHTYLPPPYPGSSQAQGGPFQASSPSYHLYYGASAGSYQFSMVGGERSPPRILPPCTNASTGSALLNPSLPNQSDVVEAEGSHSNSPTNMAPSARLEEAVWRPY
# Target sequence (Q13951 whole entry, looked up): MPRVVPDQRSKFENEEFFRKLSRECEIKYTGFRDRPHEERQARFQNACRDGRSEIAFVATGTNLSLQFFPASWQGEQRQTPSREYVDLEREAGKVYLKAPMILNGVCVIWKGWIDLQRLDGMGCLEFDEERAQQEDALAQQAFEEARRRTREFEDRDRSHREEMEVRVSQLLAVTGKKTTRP
#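 AlphaScreen binding: CBFb-His and RUNX1-biotin (30 nM each) preincubated 20 min, compound added for 15 min, then nickel and streptavidin beads for 90 min, all at room temperature. Disruption of the interaction by any mechanism counts as activity.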
# L3MBTL1 block: inhibitors of human L3MBTL1 | Q9Y468 | AID 485360 | AlphaScreen L3MBTL1–H3K9me1 peptide binding | Potency, µM (titrated, usually from 57.1 µM), without a hit: at the top dose activity, negative = inhibition, actives largely listed as inhibitors | 230,000 compounds, 0.66% hits; further: potency means the concentration at half of the fitted maximal effect; on the % scale 0 is the no-effect control and ±100 the full control effect; nearly all actives have a fitted effect of over 60% in size
#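 AlphaScreen assay: L3MBTL1 (50 nM final) was preincubated 30 min at room temperature with biotinylated H3(1-15)K9me1 peptide (75 nM final), then 30 min with library compounds; streptavidin donor and nickel chelate acceptor beads (10 ug/mL final) added, 30 min dark.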
# Epigenetic reg: epigenetic control regulation, reporter derepression | murine LDR cells, GFP reporter derepression, 30 h | Potency, µM (doses to about 53.9 µM), for inactives: at the top dose GFP activation, actives largely listed as activators | AID 1865 | 280,000 compounds, 0.2% hits; further: potency means the concentration at half of the fitted maximal effect; % of control where 0% means no effect; nearly all actives have a fitted effect of over 60% in size
#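 Derepression of a silenced CMV-GFP reporter in murine LDR cells is scored by enumerating GFP-positive cells with a laser-scanning microplate cytometer after 30 hours of treatment at 37 C.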
# * = called active by the depositor; ? = inconclusive; . = no result given; [ ] = dose if it differs, or a comment. The call rests on the fitted dose curve; in most records, active means well fitted curve in the direction sought with a large enough effect; inconclusive means small, poorly fitted or top-dose-only effect, or another doubt; inactive means no such curve, though single readings can be large; an effect the other way counts as inactive or inconclusive. The list is partial; rates above refer to the full screens.
mol,CBFb RUNX1 block,HttQ103 aggreg,L3MBTL1 block,NPSR antag,IMPase Li cell,Epigenetic reg,KinaseGlo FLuc
CN(C)CCN=Cc1c(O)n(Cc2ccccc2)c(=O)c2ccccc12,11.8%,5.5%,.,-20.9%,5.3%,-1.9%,-6.5%
Cc1cccc(NCc2ccc(O)c3ncccc23)c1C,.,7.7%[9.22 µM],25.1µM*,-17.0%,-2.8%,9.6%,-0.5%
Cc1nonc1NC(=O)CSc1nc2ccccc2[nH]1,-19.6%,-8.8%,-22.2%,-21.3%,4.7%,-11.3%,3.6%
O=C(c1ccc(N2CCCCS2(=O)=O)cc1)N1CCN(c2ccc(N3CCOCC3)nn2)CC1,-4.3%,-6.2%,-8.2%,6.5%,2.5%,-1.0%,0.6%
CCOC(=O)C1(CC2CCCCO2)CCN(C(=O)Nc2ccc(C(=O)OC)cc2)CC1 (stereo unspecified),15.6%,7.1%[9.22 µM],11.8%,5.7%,4.0%,0.1%,-1.1%
COC(=O)NNS(=O)(=O)c1ccc(C)cc1,-0.4%,1.9%,-2.0%,6.7%,-5.5%,-2.2%,-4.2%
CCCn1c(N)c(N(C)C)c(=O)n(CC(=O)Nc2ccc(OC(F)(F)F)cc2)c1=O,1.6%,-2.3%,.,-18.0%[46.1 µM],29.6%[38.3 µM],-1.0%,2.2%
COc1ccccc1C1C([N+](=O)[O-])=CC([N+](=O)[O-])=CN1C (stereo unspecified),5.5%,19.7%,-2.3%,-12.9%,4.1%,3.3%,-2.3%
O=C(c1cnc2ccccc2n1)N1CCN(c2ccc(C(F)(F)F)cn2)CC1,-0.3%,-3.7%[9.22 µM],0.6%,4.5%,.,-1.6%,.
COC(=O)NNC(=O)COc1cc(C)ccc1C,-1.7%,4.3%,-3.3%,12.2%,-4.4%,0.3%,-4.0%
O=C(CCCc1nc(-c2ccccc2)no1)N1CCOCC1,0.3%,-8.0%,0.0%,8.9%[46.1 µM],-2.9%[38.3 µM],-0.7%,-4.6%
NC(Cc1ccc2nonc2c1)C(=O)O (stereo unspecified),2.0%,25.2%,3.8%,-3.5%[46.1 µM],.,2.0%,.
COc1ccc(Nc2ncc(C(=O)O)c3ccccc23)cc1,6.4%,-8.6%,.,-12.2%[46.1 µM],32.3%[38.3 µM],-1.0%,-4.1%
O=[N+]([O-])c1ccc(C2Nc3cccc4cccc(c34)N2)cc1,0.9%,9.9%,-11.2%,-15.2%,4.9%,-1.1%,-4.4%
O=C(CCN1C(=O)C2C3C=CC(C3)C2C1=O)N1CCN(c2ccc(F)cc2)CC1 (stereo unspecified),-1.8%,-4.6%,.,-4.3%[46.1 µM],0.8%[38.3 µM],1.2%,-0.4%
COc1ccc(NCCC#N)cc1,5.3%,25.9%,.,-15.0%[46.1 µM],49.2%[activator][38.3 µM],0.5%,1.4%
O=C(COC(=O)c1cccs1)NC1CCCCC1,5.4%,12.1%,0.4%,3.9%[46.1 µM],-21.0%[38.3 µM],1.0%,-4.0%
CC(C)(C)c1ccc(C(=O)NNC(=S)NCC2CCCO2)cc1 (stereo unspecified),-3.2%,-26.4%,3.0%,6.3%,-0.9%,1.0%,2.8%
Cc1ccc(C(=O)O)cc1S(=O)(=O)N1CCSCC1,3.7%,-8.0%,1.1%,2.5%[46.1 µM],6.7%[38.3 µM],0.7%,1.6%
COc1ccc(-c2cc(C(=O)OCC(=O)N3CCCC3)c3ccccc3n2)cc1,22.3%,-16.0%,.,?,23.5%[38.3 µM],-1.0%,-3.1%
CC(CCC(=O)Nc1nncs1)C(=O)O (stereo unspecified),8.8%,-6.8%,8.4%,-4.6%[46.1 µM],26.0%[38.3 µM],-0.8%,0.6%
CCC(CC)C(=O)Nc1cc(C(=O)NCCc2ccccc2)ccc1Cl,3.2%,28.1%,5.7%,-6.9%[46.1 µM],1.4%[38.3 µM],-2.3%,0.2%
COc1ccccc1C(=O)N(CCC1CCCN1C)c1nc2ccccc2s1 (stereo unspecified),0.0%,-0.6%[9.22 µM],-2.2%,-7.9%,22.2%,1.0%,-7.6%
O=C(N/N=C/c1cccs1)c1ccccn1,0.3%,19.9%,5.9%,-5.4%[46.1 µM],-2.3%[38.3 µM],2.4%,?
O=C(Nc1ccc2c(c1)OCCO2)c1ccc2ccccc2n1,-0.9%,-21.4%,13.7%,-1.6%,31.8%[activator],-1.3%,-3.5%
Cc1ccc(NC(=O)c2cc(-c3cccc(O)c3)on2)cc1C,-3.9%,6.0%,-1.3%,?,-0.9%[38.3 µM],6.6%,-2.7%
O=C(c1ccc(S(=O)(=O)Nc2ccc(F)cc2)cc1)N1CCN(C(=O)c2ccco2)CC1,-1.5%,?,.,-8.7%[46.1 µM],4.8%[38.3 µM],1.0%,-1.6%
CCn1c(SCC(=O)Nc2cccc(OC)c2)nnc1-c1ccc(Cl)cc1,2.9%,6.9%,5.4%,-8.8%[46.1 µM],-12.6%[38.3 µM],-1.0%,-8.2%
CCOC(=O)CC(=O)CSc1nc(-c2ccccc2)cc(-c2ccccc2)c1C#N,12.5%,2.7%,17.4%,-58.6%,-8.0%,2.9%,0.8%
CCn1c(C)nc2cc(S(=O)(=O)C(F)F)ccc21,2.4%,1.4%,0.8%,6.8%[46.1 µM],-1.0%[38.3 µM],-0.6%,-0.6%

mol,CBFb RUNX1 block,HttQ103 aggreg,L3MBTL1 block,NPSR antag,IMPase Li cell,Epigenetic reg,KinaseGlo FLuc
Cc1ccccc1CSc1nc2[nH]ncc2c(=O)[nH]1,0.6%,3.7%[9.22 µM],5.3%,-4.7%,-6.0%,-0.5%,1.1%
CCCS(=O)(=O)N1CCCC(C(=O)N2CCN(C(=O)OCC)CC2)C1 (stereo unspecified),-2.0%,14.9%,2.1%,13.7%[46.1 µM],-1.0%[38.3 µM],-1.2%,-2.3%
CN(C)c1ccc(N=Nc2ccccc2C(=O)OCC(=O)NC2CCCC2)cc1,.,6.31µM*,?,?,.,0.1%,.
COc1ccc2[nH]c(C(=O)O)c(NC(=O)c3ccccc3[N+](=O)[O-])c2c1,9.1%,-10.0%[9.22 µM],.,0.2%,.,-6.1%,.
Cc1cccc(NC(=S)NNc2ncc(C(F)(F)F)cc2Cl)c1,-9.2%,?,1.8%,10.9%,2.1%,-3.0%,0.0%
Cc1cc(/C=C2\NC(=S)N(C)C2=O)ccc1N1CCCC1,3.5%,-12.4%,-17.4%,?,24.1%,?,0.1%
CCOc1ccc(-c2nnc(NC(=O)CCCOc3cccc(C)c3)o2)cc1,2.3%,-2.7%,9.0%,-11.9%[46.1 µM],-3.2%[38.3 µM],0.0%,-7.5%
Cc1cc(C)n(-c2ccc([N+](=O)[O-])cc2-c2nn[nH]n2)n1,16.5%,4.5%,.,11.7%,-8.6%,1.6%,3.4%
CC1CC(=O)c2cn3c(nc2C1)nc1ccccc13 (stereo unspecified),-3.2%,-6.2%[9.22 µM],.,0.7%[46.1 µM],-23.1%[38.3 µM],-4.5%,1.1%
CC[N+]1(C)[C@@H]2CC[C@H]1CC(OC(=O)[C@H]1CC[C@@](C(=O)OC3C[C@H]4CC[C@@H](C3)[N+]4(C)CC)(c3ccccc3)c3ccccc31)C2 (stereo partly specified),-4.2%[21.7 µM],.,.,.,9.2%,-0.3%[16.9 µM],1.4%[17.1 µM]
CN1CCN(C(=S)c2cn(Cc3cccc(F)c3)c3ccccc23)CC1,-15.6%,3.7%,?,-29.7%,-3.1%,15.7%,1.6%
COC(=O)c1[nH]c2ccc(Cl)cc2c1NC(=O)c1ccccc1[N+](=O)[O-],-3.6%,12.9%,4.5%,4.4%[46.1 µM],.,4.4%,.
COc1cccc(NS(=O)(=O)c2nc3nc(C)cc(C)n3n2)c1,3.7%,5.4%,-3.8%,10.0%[46.1 µM],6.1%[38.3 µM],4.6%,0.6%
CN(C)S(=O)(=O)c1cccc(NC(=O)COC(=O)/C=C/c2ccc3c(c2)OCO3)c1,0.8%,6.9%,-12.0%,-9.9%,14.4%,-3.6%,0.7%
CCCC(=O)Nc1cc(-c2nn(C)c(=O)c3ccccc23)ccc1OC,4.1%,-2.4%,3.9%,?,.,-5.7%,.
COc1cc2nc(C3CCC3)n(NC(=O)C(OC(C)=O)c3ccccc3)c(=O)c2cc1OC (stereo unspecified),6.7%,5.9%,4.9%,-17.2%[46.1 µM],-2.9%[38.3 µM],2.6%,-5.2%
c1ccc(-c2nnc(SCc3nc4ccccc4[nH]3)o2)cc1,5.4%,-22.2%,-2.0%,2.0%[46.1 µM],-7.2%[38.3 µM],1.3%,-8.0%
O=C(c1ncc[nH]1)c1ccco1,-2.7%,-5.4%,3.0%,-13.1%[7.67 µM],11.0%[38.3 µM],0.0%,-0.8%
CN(Cc1nnc(SCC(=O)NCCc2ccccc2)n1C)S(=O)(=O)c1ccccc1,1.0%,-1.5%,4.8%,-7.8%[46.1 µM],12.8%[38.3 µM],0.0%,7.4%
COCc1cc(=O)[nH]c(SCC(=O)c2ccccc2)n1,-0.7%,-9.9%[9.22 µM],15.0%,0.3%,.,-4.5%,.
O=C(CN1CCN(Cc2ccccc2)CC1)NC(=O)NC1CCCCC1,-1.3%,2.0%,1.0%,-2.0%[46.1 µM],5.3%[38.3 µM],-1.0%,1.3%
CCCc1nc2ccc(NC(=O)c3ccco3)cc2c(=O)n1Cc1ccccc1Cl,-2.2%,3.8%,-1.8%,-23.5%[46.1 µM],10.5%,-0.8%,0.5%
COc1ccc(OC)c(Cc2nnc(CCC(=O)NC3CCCCC3)o2)c1,-2.1%,-1.9%[9.22 µM],-3.9%,-3.4%,2.9%,1.8%,-1.3%
Cc1nc(-c2ccc(S(=O)(=O)Nc3cc(S(=O)(=O)N(C)C)ccc3C)s2)cs1,6.6%,-3.9%[9.22 µM],7.7%,17.1%,.,0.5%,.
O=C(Nc1cccc(S(=O)(=O)N2CCCCC2)c1)c1ccc(OCC2CCCO2)cc1 (stereo unspecified),-1.8%,-21.9%,.,-9.2%,16.3%,2.0%,12.9%
Cc1c(C#N)c2ncnc(-c3ccccc3)c2n1-c1ccccc1,6.3%,?,-22.9%[11.4 µM],-7.3%[46.1 µM],8.1%[38.3 µM],-2.1%,0.0%
